Bioassay records deposited in PubChem BioAssay by Southern Research Specialized Biocontainment Screening Center.
H37Rv inhibition = M. tuberculosis growth inhibition, HTS (AID 449762); inhibition, % at 25 µM; hits with a dose series show IC50 in µM; M. tuberculosis H37Rv growth inhibition, 7H9 media; higher % means a stronger effect; 0.59% of 330,000 active; in the data active = a potency from the dose series; inconclusive = inhibition above about 70% without an active follow-up result;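 note: bacterial growth assessed after seven days of incubation; strong numbers were not always called active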
VEEV TC-83 Vero = inhibitors of VEEV TC-83 cytopathic effect, confirmation, Vero cells (AID 588727); Vero cells, VEEV TC-83 cytopathic effect inhibition; higher % means a stronger effect; inhibition, % at 20 µM; hits with a dose series show IC50 in µM; 0.13% of 350,000 active; in the data active = a potency from the dose series; inconclusive = inhibition mostly from about 14% at the one dose, without a potency; inactive = the rest, 99 in 100 with inhibition below about 12%; note: strong numbers were not always called active
tuberculosis growth = growth inhibition of non-replicating M. tuberculosis (AID 488890). Mycobacterium tuberculosis non-replicating, growth inhibition; higher % means a stronger effect. inhibition, % at 25 µM; hits with a dose series show IC50 in µM. 0.39% of 320,000 active; in the data active = a potency from the dose series; inconclusive = inhibition mostly from about 82% at the one dose, without a potency; inactive = the rest, 99 in 100 with inhibition below about 76%;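 note: plate controls were DMSO cells for no effect and high antibiotic wells for full effect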
influenza NS1A = H1N1 influenza NS1A inhibitors, functional cell based assay (AID 504329); 0.3% of 340,000 active; NS1A functional cell-based assay, percent inhibition; higher % means a stronger effect; one-dose inhibition, % at 12.5 µM; IC50 in µM for titrated hits; in the data active = a potency from the dose series; inconclusive = inhibition above about 27% without an active follow-up result; note: strong numbers were not always called active
Salmonella PhoP GFP = PhoP regulon inhibitors, Salmonella typhi PhoP promoter GFP reporter, confirmatory (AID 1850); 0.33% of 310,000 active; Salmonella Typhi PhoP-promoter GFP reporter, fluorescence, 4 h; higher % means a stronger effect; one-dose inhibition, % at 50 µM; IC50 in µM for titrated hits; in the data active = a potency from the dose series; inconclusive = inhibition mostly from about 25% at the one dose, without a potency; inactive = the rest, 99 in 100 with inhibition below about 19%;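 note: 0% = induced wells with vehicle and 100% = uninduced wells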
Numbers without * were called inactive.

What do the screens show for `COC(=O)c1ccc(OCC(O)CN2CCN(CC(O)COc3ccc(C(=O)OC)cc3)CC2)cc1` (centres undefined)?
H37Rv inhibition: 8%; VEEV TC-83 Vero: 0.2%; tuberculosis growth: 25%; influenza NS1A: -7%; Salmonella PhoP GFP: 1%

What do the screens show for `CN(Cc1cccs1)C(=O)c1cc(S(=O)(=O)N2CCOCC2)ccc1N1CCCC1`?
H37Rv inhibition: -8%; VEEV TC-83 Vero: inactive; tuberculosis growth: 15%; influenza NS1A: -5%

What do the screens show for `CCCN(Cc1nnc(-c2cccs2)o1)C(=O)c1cc(S(=O)(=O)N2CCOCC2)ccc1C`?
H37Rv inhibition: -3%; VEEV TC-83 Vero: 9.0%; tuberculosis growth: 32%; influenza NS1A: 0%

Results for CC(O/N=C/c1ccccc1OC(F)F)C(=O)Nc1cccc(S(=O)(=O)N2CCOCC2)c1 (centres undefined) ?
H37Rv inhibition: -1%; VEEV TC-83 Vero: 0.4%; tuberculosis growth: 10%; influenza NS1A: -7%; Salmonella PhoP GFP: -14%

What do the screens show for `Cc1cc(C)cc(NS(=O)(=O)c2cc(Br)cnc2N)c1`?
H37Rv inhibition: -4%; VEEV TC-83 Vero: 1.5%; tuberculosis growth: 16%; influenza NS1A: -1%; Salmonella PhoP GFP: 4%

What do the screens show for `COc1ccc(N2CCN(C(=O)C(=O)c3cn(CC(=O)N4CCCCCC4)c4ccccc34)CC2)cc1`?
H37Rv inhibition: -6%; VEEV TC-83 Vero: 4.1%; tuberculosis growth: 52%; influenza NS1A: -2%; Salmonella PhoP GFP: -6%

Results for CC1CCCN(C(=S)SCC(=O)c2cc(Br)cc(Br)c2O)C1 (centres undefined) ?
H37Rv inhibition: 2%; VEEV TC-83 Vero: 1.4%; tuberculosis growth: inconclusive; influenza NS1A: 0%; Salmonella PhoP GFP: -7%

How did Cc1ccc(C)c(NC(=O)CN(C)C(=O)c2cccc(S(=O)(=O)N(C)C)c2)c1 do in these assays?
H37Rv inhibition: -7%; VEEV TC-83 Vero: 5.1%; tuberculosis growth: -12%; influenza NS1A: -21%; Salmonella PhoP GFP: -4%

How did Cc1ccc(SCC(=O)Nc2cc(S(=O)(=O)N3CCCCC3)ccc2C)cc1 do in these assays?
H37Rv inhibition: -2%; VEEV TC-83 Vero: 0.9%; influenza NS1A: -10%

What do the screens show for `Cc1cccc(NC(=S)N(CCCN2CCOCC2)Cc2ccco2)c1`?
H37Rv inhibition: -7%; VEEV TC-83 Vero: 2.1%; tuberculosis growth: -2%; influenza NS1A: -13%; Salmonella PhoP GFP: -3%

The last 2 entries of the part above come first, to join the parts.
How did Cc1ccc(SCC(=O)Nc2cc(S(=O)(=O)N3CCCCC3)ccc2C)cc1 do in these assays?
H37Rv inhibition: -2%; VEEV TC-83 Vero: 0.9%; influenza NS1A: -10%

What do the screens show for `Cc1cccc(NC(=S)N(CCCN2CCOCC2)Cc2ccco2)c1`?
H37Rv inhibition: -7%; VEEV TC-83 Vero: 2.1%; tuberculosis growth: -2%; influenza NS1A: -13%; Salmonella PhoP GFP: -3%

Results for CCc1cc(C(=O)N2CCN(C(=O)c3ccccc3)CC2)sc1C ?
VEEV TC-83 Vero: 9.4%; influenza NS1A: -1%

Results for CN1/C(=C\C(=O)COC(=O)CNC(=O)c2ccccc2F)C(C)(C)c2ccccc21 ?
H37Rv inhibition: 6%; VEEV TC-83 Vero: 0.8%; tuberculosis growth: 46%; influenza NS1A: -12%; Salmonella PhoP GFP: -3%

How did O=C1[C@@H]2C(c3cccnc3)=NO[C@@H]2C(=O)N1c1ccc(Cl)cc1Cl do in these assays?
H37Rv inhibition: 1%; VEEV TC-83 Vero: inactive; tuberculosis growth: -9%; influenza NS1A: -14%; Salmonella PhoP GFP: 0%

What do the screens show for `COC(=O)C(CCCCNC(=O)c1ccc([N+](=O)[O-])cc1)NC(=O)c1ccc([N+](=O)[O-])cc1` (centres undefined)?
H37Rv inhibition: 7%; VEEV TC-83 Vero: 0.3%; tuberculosis growth: -9%; influenza NS1A: 1%; Salmonella PhoP GFP: -7%

What do the screens show for `O=C(NCc1ccccc1)C1=C[C@@H](c2ccc(C(F)(F)F)cc2)C[C@@H](OCCCCO)O1`?
H37Rv inhibition: -1%; VEEV TC-83 Vero: 2.5%; tuberculosis growth: 33%; influenza NS1A: 7%; Salmonella PhoP GFP: -22%

What do the screens show for `COc1ccccc1CNC(=O)C1CCN(S(=O)(=O)c2cccc3cccnc23)CC1`?
H37Rv inhibition: 0%; VEEV TC-83 Vero: 7.6%; influenza NS1A: 10%; Salmonella PhoP GFP: -5%

Results for O=C1CCC(=O)N1Cc1c(Cl)cccc1Cl ?
H37Rv inhibition: -6%; VEEV TC-83 Vero: 1.9%; tuberculosis growth: -13%; influenza NS1A: -6%; Salmonella PhoP GFP: 3%

What do the screens show for `COC(=O)c1ccc(Nc2c([N+](=O)[O-])ccc3nonc23)cc1`?
H37Rv inhibition: -2%; VEEV TC-83 Vero: inactive; tuberculosis growth: -14%; influenza NS1A: -7%; Salmonella PhoP GFP: -15%

What do the screens show for `C/C=C/c1ccc(OCC(=O)N(CCOC)c2c(N)n(CCCC)c(=O)[nH]c2=O)c(OC)c1`?
H37Rv inhibition: -6%; VEEV TC-83 Vero: 1.4%; tuberculosis growth: 13%; influenza NS1A: -15%; Salmonella PhoP GFP: -5%

How did Cc1ccc(CN2C(=O)c3ccccc3NC2c2ccccn2)cc1 (centres undefined) do in these assays?
H37Rv inhibition: -13%; VEEV TC-83 Vero: 1.9%; tuberculosis growth: 2%; influenza NS1A: -9%; Salmonella PhoP GFP: -1%

How did O=C(CC(=O)Nc1ccc(F)cc1F)Nc1ccc(F)cc1F do in these assays?
H37Rv inhibition: 7%; VEEV TC-83 Vero: 1.0%; tuberculosis growth: -7%; influenza NS1A: -9%; Salmonella PhoP GFP: -3%

What do the screens show for `CCc1nc2c(cnn2-c2ccc(F)cc2)c(=O)n1-c1ccc(N2CCC(C)CC2)cc1`?
H37Rv inhibition: -17%; VEEV TC-83 Vero: 6.0%; tuberculosis growth: -4%; influenza NS1A: 6%; Salmonella PhoP GFP: -4%

How did COc1ccccc1CN1CC(C(=O)NCCc2ccc(Cl)cc2)CC1=O (centres undefined) do in these assays?
H37Rv inhibition: 4%; VEEV TC-83 Vero: 1.4%; tuberculosis growth: 16%; influenza NS1A: 2%; Salmonella PhoP GFP: -1%

Results for COc1ccc(C(=O)N2CCN(c3cnn(-c4ccccc4)c(=O)c3Cl)CC2)cc1 ?
H37Rv inhibition: 5%; VEEV TC-83 Vero: 1.1%; tuberculosis growth: -6%; influenza NS1A: -4%; Salmonella PhoP GFP: -26%

What do the screens show for `CCOC(=O)C1CCCN(C(=O)COc2ccc(S(=O)(=O)N(CC)c3ccccc3)cc2)C1` (centres undefined)?
H37Rv inhibition: 5%; VEEV TC-83 Vero: 0.5%; tuberculosis growth: 28%; influenza NS1A: 0%; Salmonella PhoP GFP: -2%

Results for O=C(/C=C\c1ccccc1)Oc1cccc2cccnc12 ?
H37Rv inhibition: inconclusive; VEEV TC-83 Vero: 1.0%; tuberculosis growth: inconclusive; influenza NS1A: -4%; Salmonella PhoP GFP: 5%

How did CC(Cc1cccnc1)NC(=O)c1cc(COc2ccc(F)cc2F)on1 (centres undefined) do in these assays?
H37Rv inhibition: 13%; VEEV TC-83 Vero: 2.4%; tuberculosis growth: 27%; influenza NS1A: -7%; Salmonella PhoP GFP: -9%

Results for COc1ccc(NC(=O)COc2ccccc2C#N)c(S(=O)(=O)N2CCCCC2)c1 ?
H37Rv inhibition: -1%; VEEV TC-83 Vero: 8.8%; tuberculosis growth: 14%; influenza NS1A: -1%; Salmonella PhoP GFP: 0%

What do the screens show for `CC(C)CCn1c(SCCc2ccccc2)nc2c1c(=O)[nH]c(=O)n2C`?
H37Rv inhibition: 4%; VEEV TC-83 Vero: 2.5%; tuberculosis growth: 36%; influenza NS1A: -1%; Salmonella PhoP GFP: 7%

What do the screens show for `CCc1nnc(NC(=O)CN2CCCC(C)C2)s1` (centres undefined)?
H37Rv inhibition: -1%; VEEV TC-83 Vero: 0.8%; tuberculosis growth: 7%; influenza NS1A: -2%; Salmonella PhoP GFP: -5%

Results for Cc1ccc(C(=O)c2ccc([N+](=O)[O-])cc2)c(C)c1 ?
H37Rv inhibition: 2%; VEEV TC-83 Vero: 0.2%; tuberculosis growth: 15%; influenza NS1A: 17%; Salmonella PhoP GFP: 5%

Results for Cc1ccc(CC(=O)N2CCN(C(=O)C3CCCO3)CC2)cc1 (centres undefined) ?
H37Rv inhibition: 9%; VEEV TC-83 Vero: 0.5%; tuberculosis growth: -16%; influenza NS1A: 35%; Salmonella PhoP GFP: 0%

Results for Cc1cccn2c(=O)nc(SCC(=O)N3CCC(C)CC3)nc12 ?
H37Rv inhibition: -4%; VEEV TC-83 Vero: 1.3%; tuberculosis growth: -8%; influenza NS1A: -8%; Salmonella PhoP GFP: 4%

How did COc1cc(C(=O)Nc2nnc(CC(=O)N3CCOCC3)s2)cc(OC)c1OC do in these assays?
H37Rv inhibition: -8%; VEEV TC-83 Vero: 3.5%; tuberculosis growth: 2%; influenza NS1A: 3%; Salmonella PhoP GFP: -9%

What do the screens show for `O=C(O)c1cccc(-n2cccc2/C=C\[N+](=O)[O-])c1`?
H37Rv inhibition: -2%; VEEV TC-83 Vero: 1.3%; tuberculosis growth: inconclusive; influenza NS1A: -2%; Salmonella PhoP GFP: 3%

What do the screens show for `CCN(CC)CCn1cnc2c1c(=O)[nH]c(=O)n2Cc1ccccc1`?
H37Rv inhibition: -4%; VEEV TC-83 Vero: 0.9%; tuberculosis growth: -9%; influenza NS1A: 6%; Salmonella PhoP GFP: 2%

What do the screens show for `CCCS(=O)(=O)N1CCN(C(=O)c2ccc(-c3ccccc3)cc2)CC1`?
H37Rv inhibition: 8%; VEEV TC-83 Vero: 3.6%; tuberculosis growth: 14%; influenza NS1A: -1%; Salmonella PhoP GFP: 6%

What do the screens show for `S=C(NCCC1=CCCCC1)Nc1ccc(Cl)cc1`?
H37Rv inhibition: -3%; VEEV TC-83 Vero: 0.1%; tuberculosis growth: inconclusive; influenza NS1A: 2%; Salmonella PhoP GFP: -10%

Results for O=C(Cc1ccc(Cl)cc1)NCCS(=O)(=O)N1CCN(c2ccccc2)CC1 ?
H37Rv inhibition: -6%; VEEV TC-83 Vero: 1.5%; tuberculosis growth: -4%; influenza NS1A: 5%; Salmonella PhoP GFP: -1%

What do the screens show for `CCCc1ccc2oc(C(=O)N3CCN(c4cnccn4)CC3)c(C)c2c1`?
H37Rv inhibition: 19%; VEEV TC-83 Vero: 5.1%; tuberculosis growth: 26%; influenza NS1A: 3%; Salmonella PhoP GFP: -8%

What do the screens show for `O=S(=O)(NCc1cccs1)c1cccc(S(=O)(=O)N2CCCCC2)c1`?
H37Rv inhibition: 1%; VEEV TC-83 Vero: 0.8%; tuberculosis growth: 10%; influenza NS1A: 8%; Salmonella PhoP GFP: 3%

How did COc1ccc(F)cc1C(=O)C1CCCN(C(=O)Cc2c(C)noc2C)C1 (centres undefined) do in these assays?
H37Rv inhibition: -1%; VEEV TC-83 Vero: inactive; tuberculosis growth: -6%; influenza NS1A: -1%; Salmonella PhoP GFP: 10%

How did O=C(OCc1ccccc1C(F)(F)F)c1ccc(Br)c(S(=O)(=O)N2CCOCC2)c1 do in these assays?
VEEV TC-83 Vero: 8.0%; influenza NS1A: 1%

Molecules above containing a Cl atom, in the order listed:
How did O=C1[C@@H]2C(c3cccnc3)=NO[C@@H]2C(=O)N1c1ccc(Cl)cc1Cl do in these assays?
H37Rv inhibition: 1%; VEEV TC-83 Vero: inactive; tuberculosis growth: -9%; influenza NS1A: -14%; Salmonella PhoP GFP: 0%

Results for O=C1CCC(=O)N1Cc1c(Cl)cccc1Cl ?
H37Rv inhibition: -6%; VEEV TC-83 Vero: 1.9%; tuberculosis growth: -13%; influenza NS1A: -6%; Salmonella PhoP GFP: 3%

How did COc1ccccc1CN1CC(C(=O)NCCc2ccc(Cl)cc2)CC1=O (centres undefined) do in these assays?
H37Rv inhibition: 4%; VEEV TC-83 Vero: 1.4%; tuberculosis growth: 16%; influenza NS1A: 2%; Salmonella PhoP GFP: -1%

Results for COc1ccc(C(=O)N2CCN(c3cnn(-c4ccccc4)c(=O)c3Cl)CC2)cc1 ?
H37Rv inhibition: 5%; VEEV TC-83 Vero: 1.1%; tuberculosis growth: -6%; influenza NS1A: -4%; Salmonella PhoP GFP: -26%

What do the screens show for `S=C(NCCC1=CCCCC1)Nc1ccc(Cl)cc1`?
H37Rv inhibition: -3%; VEEV TC-83 Vero: 0.1%; tuberculosis growth: inconclusive; influenza NS1A: 2%; Salmonella PhoP GFP: -10%

Results for O=C(Cc1ccc(Cl)cc1)NCCS(=O)(=O)N1CCN(c2ccccc2)CC1 ?
H37Rv inhibition: -6%; VEEV TC-83 Vero: 1.5%; tuberculosis growth: -4%; influenza NS1A: 5%; Salmonella PhoP GFP: -1%
